Compound activity from PubChem.
USP2a inh: inhibitors of human ubiquitin-specific protease USP2a. O75604. USP2 core, Ub-CHOP2 coupled fluorogenic reporter, 485/531. Potency, µM (series often up to 38.3 µM), without a hit: at the top dose activity change, negative = inhibition, usual class: inhibitors. 330,000 compounds, 0.01% hits;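 note: potency is the fitted concentration of half-maximal effect; plate controls were DMSO wells for no effect and full inhibition by NEM control for full effect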
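Deubiquitinase activity read as fluorescence (485/531 nm) after Ub-CHOP2 cleavage activates the enterokinase reporter on its substrate; USP2 core 10nM, Ub-CHOP2 and substrate 25nM each, 30min compound preincubation then 60min RT; data normalized to NEM, curves fitted.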
CXXC DNA block: blocks binding of human MLL CXXC domain to DNA; Q03164; MLL-CXXC / FITC-HOXA9 DNA fluorescence polarization; Potency, µM (top dose mostly 115 µM), for inactives: at the top dose activity change, negative = inhibition, most hits filed as inhibitors; 290,000 compounds, 0.037% hits; active = well fitted inhibition curve with a large enough effect in the polarisation, with a control signal flat, not every such curve was filed as active; inconclusive = small, poorly fitted or top-dose-only effect, or effect the other way, or a change in a side signal; inactive = no such curve, though single readings can be large or run the other way; the % refers to the polarisation; note: potency is the fitted concentration of half-maximal effect
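Purified MLL-CXXC (added from a 7 uM solution) was preincubated 5 min at ambient with pinned compounds in 50 mM Tris-HCl pH 7.5, 50 mM NaCl, 1 mM DTT, 0.05% BSA. Fluorescein-labeled HOX-A9 DNA (50 nM solution) followed, 30 min, then polarization read.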
Giardia kill: Giardia lamblia killing; activity change, % at 7.66 µM, hits read low; 340,000 compounds, 0.15% hits; Giardia lamblia trophozoite viability; in the data active = activity change below about -80%; inconclusive = between about -30% and that limit;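 note: parasites exposed to compound for two days anaerobically before the ATP read; % is set by controls: 0 for no effect and ±100 for the full control effect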
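Viability, read as ATP luminescence: trophozoites at 100 cells/well, compound added, 48 hrs anaerobic at 37 deg C, then 15-30 min room-temperature development before reading.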
Menin-MLL TR inh: menin-MLL binding inhibition, Texas Red mutant peptide; O00255; Menin + Texas Red MLL mutant peptide, fluorescence polarization; Potency, µM (top dose mostly 61.6 µM), inactives show at the top dose FP activity change, negative = inhibition, actives largely listed as inhibitors; 270,000 compounds, 0.23% hits; active = well fitted inhibition curve with a large enough effect in the polarisation, with a control signal flat, not every such curve was filed as active; inconclusive = small, poorly fitted or top-dose-only effect, or effect the other way, or a change in a side signal; inactive = no such curve, though single readings can be large or run the other way; the % refers to the polarisation; note: potency is the fitted concentration of half-maximal effect; % of control where 0% means no effect; many of its hits are not listed in these tables
Target sequence (O00255 whole entry, looked up): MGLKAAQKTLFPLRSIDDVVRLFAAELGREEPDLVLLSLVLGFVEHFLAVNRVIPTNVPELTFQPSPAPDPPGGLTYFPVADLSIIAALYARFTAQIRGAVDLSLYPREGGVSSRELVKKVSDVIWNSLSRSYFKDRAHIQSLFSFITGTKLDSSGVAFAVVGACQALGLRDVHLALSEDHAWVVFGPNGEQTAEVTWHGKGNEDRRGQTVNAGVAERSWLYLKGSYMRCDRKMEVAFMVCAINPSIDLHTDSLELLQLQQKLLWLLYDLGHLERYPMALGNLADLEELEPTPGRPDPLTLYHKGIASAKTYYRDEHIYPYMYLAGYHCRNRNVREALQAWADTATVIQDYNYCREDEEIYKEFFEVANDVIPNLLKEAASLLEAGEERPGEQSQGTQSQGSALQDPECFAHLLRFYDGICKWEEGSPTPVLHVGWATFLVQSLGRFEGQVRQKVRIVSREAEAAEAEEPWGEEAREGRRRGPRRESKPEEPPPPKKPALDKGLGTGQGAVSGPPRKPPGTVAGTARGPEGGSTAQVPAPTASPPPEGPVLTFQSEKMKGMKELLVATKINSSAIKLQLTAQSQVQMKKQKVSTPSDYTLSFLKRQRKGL
PKM2 act: activators of human pyruvate kinase M2; Potency, µM (top dose mostly 57.5 µM), without a hit: at the highest dose activation, actives largely listed as activators; AID 1631; purified PKM2, Kinase-Glo ATP luminescence, activation; response scale: 0% is enzyme alone, no compound; 260,000 compounds, 0.34% hits; note: potency is the fitted concentration of half-maximal effect; % is set by controls: 0 for no effect and ±100 for the full control effect; nearly all actives have a fitted effect of over 55% in size
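Purified hPK-M2 (>95%) run at intermediate activity with 0.1 mM ADP and 0.5 mM PEP in 50 mM imidazole pH 7.2, KCl, MgCl2; 1 h room temperature. ATP formed read by Kinase-Glo luminescence; normalized to uninhibited and no-enzyme controls.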
TRPV1 agonist: human TRPV1 agonism; Q8NER1; TRPV1-expressing cells, Fluo-8 calcium influx, agonist mode; activation, % at 8.33 µM; 320,000 compounds, 0.19% hits; AID 540275; in the data active = activation above about 80%; inconclusive = between about 30% and that limit; note: 0% is about no effect
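Fluo-8 calcium influx in TRPV1-expressing cells, kinetic read (ex 480/em 520 nm). Compound added and read 3 min for agonist activity, followed by capsaicin at EC20 final and 2 min further read for enhancement.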
KCNH2 WT inh: KCNH2 (human, wildtype) channel inhibition | U2OS, BacMam KCNH2, thallium flux FluxOr; stronger effect = lower value | activity change, % at 1.84 µM | 340,000 compounds, 0.37% hits | AID 720551;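 active = maximum activity change below -70%; inconclusive = maximum activity change between -70% and -50%; inactive = maximum activity change above -50%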; note: % is set by controls: 0 for no effect and ±100 for the full control effect
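U2OS cells transduced with wild-type KCNH2 virus are loaded with FluxOr dye for 45 min, and thallium flux is measured in kinetic reads before and after stimulation buffer. Rate constants are normalized to DMSO controls.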
GALK inhibitor: blocks human galactokinase activity; Purified GALK, Kinase-Glo residual ATP luminescence; Potency, µM (series often up to 57.5 µM), for inactives: top-dose activity change, negative = inhibition, most hits filed as inhibitors; 270,000 compounds, 0.007% hits; AID 1868; note: potency is the fitted concentration of half-maximal effect; % is set by controls: 0 for no effect and ±100 for the full control effect
Target sequence (P51570 whole entry, looked up): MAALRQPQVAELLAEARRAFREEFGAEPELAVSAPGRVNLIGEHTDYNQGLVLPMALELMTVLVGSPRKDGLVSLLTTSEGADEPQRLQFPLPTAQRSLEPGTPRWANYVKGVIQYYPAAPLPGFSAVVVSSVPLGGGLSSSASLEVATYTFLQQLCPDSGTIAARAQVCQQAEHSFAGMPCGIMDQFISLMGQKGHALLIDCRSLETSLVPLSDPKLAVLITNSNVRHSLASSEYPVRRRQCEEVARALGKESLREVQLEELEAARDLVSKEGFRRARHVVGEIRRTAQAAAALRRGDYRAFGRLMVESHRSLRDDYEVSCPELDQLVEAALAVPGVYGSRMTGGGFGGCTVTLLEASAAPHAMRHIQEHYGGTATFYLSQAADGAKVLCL
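5 nM enzyme, 35 uM ATP, 100 uM galactose, 20 mM HEPES pH8.0, 5 mM MgCl2; 1 h RT; residual ATP by Kinase-Glo Plus luminescence, qHTS format.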
Coupling enz: counter-screen for Giardia aldolase inhibitors: coupling enzyme system; coupling enzyme system counterscreen, AmpLite Red fluorescence; activity change, negative = inhibition, % at 58.2 µM, hits read low; 290,000 compounds, 0.67% hits; AID 2472; in the data active = activity change below about -30%; note: % is set by controls: 0 for no effect and ±100 for the full control effect
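Coupling enzymes only (glyceraldehyde-3-phosphate) + compound, at 57.5 uM final, 10 min RT; add substrate/coupling/AmpLite Red mix, 20 min RT; fluorescence ex 525/em 598 nm. Actives flag coupling-system interference.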
KCNH2 3.1 inh: KCNH2 3.1 (human) potassium channel inhibition; AID 720553; activity change, % (tested at about 1.8 µM); 340,000 compounds, 0.95% hits; U2OS KCNH2 3.1, thallium flux FluxOr; stronger effect = lower value;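 active = maximum activity change below -70%; inconclusive = maximum activity change from -70% to -50%; inactive = maximum activity change above -50%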;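 note: thallium influx rate constant from kinetic fluorescence after stimulation buffer; % is set by controls: 0 for no effect and ±100 for the full control effect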
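Kinetic fluorescence (2 min after stimulation buffer) measures Tl+ influx through KCNH2 3.1 expressed by viral transduction in U2OS cells; the rate constant is normalized against DMSO controls serving as positive and negative references.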
B2AR arrestin: recruits beta-arrestin to the human beta2-adrenergic receptor; AID 492947; beta-arrestin recruitment to beta2AR, cell-based reporter; 330,000 compounds, 0.02% hits; P07550; Potency, µM (doses to about 46.1 µM), inactives show at the highest dose activation, hits mostly activators;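 note: potency is the fitted concentration of half-maximal effect; 0% = DMSO controls and full agonism = EC100 isoproterenol or metaproterenol; nearly all actives have a fitted effect of over 65% in size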
Numbers without * were called inactive; u = inconclusive; x = no result given; [ ] = dose if it differs, or a comment. Unless noted, calls come from the whole dose curve; as a rule, active = well fitted curve in the direction sought with a large enough effect; inconclusive = small, poorly fitted or top-dose-only effect, or another doubt; inactive = no such curve, though single readings can be large; an effect the other way counts as inactive or inconclusive.

SMILES	USP2a inh	CXXC DNA block	Giardia kill	Menin-MLL TR inh	PKM2 act	TRPV1 agonist	KCNH2 WT inh	GALK inhibitor	Coupling enz	KCNH2 3.1 inh	B2AR arrestin
COc1ccc([N+](=O)[O-])cc1N(CC(=O)NCc1ccco1)S(C)(=O)=O	2%	4%	-16	-1%	-7%	-3	5	10%	2	-14	0.2%
C=CCNC(=S)N1CCC(C(=O)c2ccc3c(c2)OCCO3)CC1	1%	8%	2	14%	-2%	u	-2	4%	5	-3	-0.1%
O=C(N/N=C/c1ccc(Cl)cc1Cl)c1cccc(N2CCCC2=O)c1	3%	-3%	15	x	x	-2	1	4%	0	-26	-0.1%
O=C(CN1CCN(S(=O)(=O)c2ccccc2F)CC1)Nc1ccnn1C1CCCC1	2%	x	-17	x	x	-3	-9	x	x	-7	-0.9%
CCc1nnc(NC(=O)CSc2nnc(-c3ccccc3NC(=O)c3ccccc3)o2)s1	4%	20%	-17	u	3%	2	-3	9%	1	-9	u
CCCCCCN=CC1=C(O)CC(C)(C)CC1=O	-1%	-3%	-5	-26%	-1%	14	-2	1%	1	7	-0.1%
O=C(CCC(=O)NNc1nc2ccccc2c2nc(-c3ccccc3)nn12)NCCCN1CCOCC1	4%	19%	-29	-18%	0%	-3	-7	-1%	-2	6	0.4%
O=C(Nc1ccc(Cl)cc1)N1CCN(C(=O)C2CCCO2)CC1 (stereo not given)	0%	2%	-5	13%	1%	1	-13	2%	2	7	-0.1%
CCOc1ccc(-c2nc(C)c(C(C)=O)n2O)cc1	0%	4%	u	2%	-27%	-2	2	0%	-6	0	0.1%
CNCCCC1Sc2ccccc2Oc2ccccc21 (stereo not given)	0%	-2%	-19	1%	1%	0	-1	1%	-7	u	-1.5%
Cc1ccc(NC(=O)CN(CCc2ccccc2)S(C)(=O)=O)cc1	0%	-14%	0	2%	-1%	6	-14	0%	0	-15	0.4%
COc1ccc(C(OC(=O)c2ccco2)C(=O)NCc2ccco2)cc1 (stereo not given)	5%	-2%	-4	16%	5%	-2	-6	0%	0	5	0.1%
Oc1cccc(/C=N/Nc2ccc(Cl)nn2)c1	-9%	4%	1	-14%	x	0	-11	5%	-4	0	0.5%
CCCn1c(N)c(N(CCOC)C(=O)c2cc(-c3ccco3)nc3ccccc23)c(=O)[nH]c1=O	2%	3%	-2	x	3%	2	-4	-5%	x	24	-0.1%
Cc1cccc(-c2noc(CNC(=O)Nc3ccc(F)cc3)n2)c1	0%	15%	-10	u	1%	u	2	3%	-2	5	0.1%

As entered above.
TRPV1 agonist result of O=C(N/N=C/c1ccc(Cl)cc1Cl)c1cccc(N2CCCC2=O)c1 : -2
KCNH2 WT inh result of O=C(CN1CCN(S(=O)(=O)c2ccccc2F)CC1)Nc1ccnn1C1CCCC1 : -9

Later entries.
SMILES	USP2a inh	CXXC DNA block	Giardia kill	Menin-MLL TR inh	PKM2 act	TRPV1 agonist	KCNH2 WT inh	GALK inhibitor	Coupling enz	KCNH2 3.1 inh	B2AR arrestin
CCN(CC)c1ccc(C(=O)n2cnc3ccccc32)cc1	-6%	0%	-1	4%	-1%	4	-9	-3%	-2	-47	0.5%
COc1ccc(CNCC(C)NCc2ccc(OC)c(OC)c2)cc1OC (stereo not given)	1%	18%	10	u	x	-1	54	4%	3	-9	-0.2%
CCN(C1CCCCC1)S(=O)(=O)c1c(C)n(C)c(=O)n(C)c1=O	1%	x	-7	x	x	0	-1	x	x	14	0.1%
COc1cc(C)ccc1OCCCCN1CC(C)OC(C)C1 (stereo not given)	3%	7%	31[activator]	-4%	-5%	-2	11	0%	4	-10	-0.3%
N#Cc1cnc(NN)nc1	-2%	-1%	13	-3%	-6%	-3	-24	-2%	-4	0	-0.4%
CC1CCC(NC(=O)C(NS(=O)(=O)c2cccc3nsnc23)C(C)C)CC1 (stereo not given)	5%	4%	-28	x	x	1	12	-5%	x	8	0.2%
NC(=O)CC(NC(=O)c1ccccc1)c1ccc(N2CCC(Br)CC2)c([N+](=O)[O-])c1 (stereo not given)	-4%	3%	-14	x	-3%	2	-4	7%	0	-7	-0.4%
S=C1NCN(Cc2ccco2)CN1CCc1ccccc1	3%	2%	2	x	0%	-2	6	0%	3	-7	3.6%
Cc1ccccc1C(=O)NC(=S)NC1CCSC1=O (stereo not given)	1%	5%	-12	5%	4%	-6	0	2%	1	13	-0.5%
CCCC1O[C@@H]2C[C@H]3[C@@H]4CCC5=CC(=O)C=C[C@]5(C)[C@H]4[C@@H](O)C[C@]3(C)[C@]2(C(=O)CO)O1 (stereo not given in full)	3%	2%	u	-2%	1%	6	-11	-2%	0	-6	4.6%
Cc1cc(O)c2c(c1)C(O)(C1OC(CO)C(O)C(O)C1O)c1cccc(O)c1C2=O (stereo not given)	2%	2%	3	-1%	3%	-1	-6	x	1	31	-1.1%
Cc1ccccc1C(=O)NNC(=S)NC(=O)c1cccs1	-1%	-6%	-7	-1%	x	12	-4	4%	1	-3	-0.3%
COc1ccc(CCNC(=O)C2CCN(S(=O)(=O)N3CCC4(CC3)OCCO4)CC2)cc1OC	1%	6%	-3	-5%	0%	0	-4	x	1	-3	-0.8%
Cc1nc2ccccc2c(N)c1C(=O)/C=C/c1ccccc1	1%	u	-5	-25%	-2%	0	14	-3%	1	-32	-0.5%
Cc1ccc2nc3c(nc2c1C)C(O)=C3O	4%	-5%	-6	x	-3%	-1	8	5%	4	-15	-0.7%
NC(=O)NC(=O)C[n+]1cccc(/C=N/O)c1	2%	-2%	-4	-7%	-1%	2	-2	-8%	3	-6	-0.2%
CCOC(=O)C1CCN(C(=O)C2CCCN(S(=O)(=O)c3ccc(OCC)c(Cl)c3)C2)CC1 (stereo not given)	2%	x	3	x	x	-3	15	x	x	1	0.2%
COc1ccc(CN2C(=O)c3ccccc3C2C(=O)NCc2cccnc2)c(OC)c1 (stereo not given)	4%	0%	0	-16%	-1%	-3	2	2%	2	12	-0.3%
O=S(=O)(NCc1nc(-c2ccccc2)no1)c1ccc(F)cc1	2%	13%	8	x	-1%	4	-4	3%	x	-3	-0.9%
CC1(C)CC(=O)C(C=NCC2CCN(C(=O)Cc3ccccc3)CC2)=C(O)C1	2%	5%	-6	4%	-1%	-1	-1	-1%	1	-49	-0.1%
COc1ccc(CC(=O)Nc2cc(=O)n(C)c(=O)n2C)cc1OC	-1%	1%	-5	-4%	1%	-2	-9	5%	2	8	-0.4%
CC1CCCN(S(=O)(=O)c2ccc(C(=O)Nc3nnc(C4CC4)o3)cc2)C1 (stereo not given)	-1%	-9%	-1	u	-3%	2	-1	-5%	-1	-11	-0.5%
CC(C)NC(=O)N(C)C[C@H]1Oc2ccc(NS(=O)(=O)c3ccc(F)cc3)cc2C(=O)N([C@H](C)CO)C[C@@H]1C	1%	x	-18	x	x	x	1	x	x	2	0.0%
COc1cc(/C=C/C(=O)N2CCN(CC(O)COc3ccccc3)CC2)cc(OC)c1OC (stereo not given)	-1%	4%	-22	x	0%	x	4	2%	-2	14	-4.7%
CN1CCN(c2ccc(Cl)cc2NC(=O)c2nn(-c3ccccc3)c(=O)c3ccccc23)CC1	3%	6%	6	0%	-3%	2	-12	4%	1	3	-0.1%
CCN(CC)c1ccc(/C=N/N2CCN(Cc3ccccc3Cl)CC2)c(O)c1	2%	-10%	0	x	u	-3	12	2%	-5	-1	-0.3%
Cc1cccc2sc(NC(=O)CCNC(=O)c3ccco3)nc12	-1%	x	-4	x	x	2	-1	x	x	3	-0.5%
CCOc1ccc(N(CC(=O)Nc2ccc(F)c(F)c2)S(=O)(=O)c2c(C)noc2C)cc1	-2%	3%	-11	u	-18%	7	2	-1%	3	-18	0.0%
COc1ccc(-c2nc(C#N)c(NCc3ccccc3Cl)o2)cc1	x	-4%	0	14%	7%	12	-42	-2%	4	-6	x
Cn1c(=O)c2cc(S(=O)(=O)NC(Cc3ccccc3)C(=O)NCC3CCCO3)ccc2n(C)c1=O (stereo not given)	0%	-5%	-20	1%	6%	-3	25	1%	1	10	0.2%
COCCn1c(NC(=S)NC(=O)C23CC4CC(CC(C4)C2)C3)cc(=O)[nH]c1=O	6%	-23%	-3	x	-2%	1	0	4%	1	-4	-0.8%
COCCN1C(=O)c2ccccc2C(C(=O)N2CCN(c3ccccc3)CC2)C1c1ccc(F)cc1 (stereo not given)	1%	-3%	-3	x	-4%	1	-1	0%	2	-1	0.4%
O=C(CSc1nnc(-c2ccco2)o1)NC1CCCCC1	-5%	-10%	6	-7%	-15%	8	-8	0%	-2	3	-0.5%

Only part of the results is shown (hit frequency here may not be typical).
